NPYLR7 ag: activates Aedes aegypti NPYLR7 receptor; hit rate 0.15% among 270,000; HEK293T NPYLR7/Galpha15, GCaMP6s calcium fluorescence; AID 1259423; activation, % at 10 µM; in the data active = activation above about 40%;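 also: 0% = vehicle and 100% = reference agonist at the receptor; some compounds past the cut are filed as inactive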
hcGAS lum: inhibitors of human cGAS; Q8N884; recombinant h-cGAS, ATP depletion, Kinase-Glo luminescence; inhibition, % at 12.5 µM; hit rate 0.081% among 290,000; AID 1259398;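 also: 0% = vehicle reaction and 100% = reaction without DNA for no activity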
Target sequence (Q8N884 whole entry, looked up): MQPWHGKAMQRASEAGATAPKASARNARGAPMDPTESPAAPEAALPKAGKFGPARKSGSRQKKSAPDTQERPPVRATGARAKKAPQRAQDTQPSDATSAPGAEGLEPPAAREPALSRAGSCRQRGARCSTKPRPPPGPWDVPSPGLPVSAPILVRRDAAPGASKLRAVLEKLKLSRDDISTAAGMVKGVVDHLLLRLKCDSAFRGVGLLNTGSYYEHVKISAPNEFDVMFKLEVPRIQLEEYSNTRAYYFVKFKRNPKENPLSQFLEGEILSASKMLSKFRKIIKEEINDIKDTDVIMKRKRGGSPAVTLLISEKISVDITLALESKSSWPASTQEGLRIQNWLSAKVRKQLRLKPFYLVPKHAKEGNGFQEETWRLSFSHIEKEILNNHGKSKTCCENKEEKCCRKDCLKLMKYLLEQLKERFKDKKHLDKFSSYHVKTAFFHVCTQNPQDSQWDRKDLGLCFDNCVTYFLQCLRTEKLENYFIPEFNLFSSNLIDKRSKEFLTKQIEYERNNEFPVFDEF
mcGAS inh: inhibitors of mouse cGAS. Q8C6L5. recombinant cGAS, Kinase-Glo ATP depletion luminescence. hit rate 0.15% among 160,000. inhibition, % at 12.5 µM;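 also: 0% = negative control wells and 100% = reference inhibitor with no enzyme activity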
* = called active by the depositor; . = not tested or not shown; & = joins results of further samples. Rule as the data show it, unless noted: active = inhibition above about 40%; inactive = the rest. Rows are unselected; overall some 0.29% were active at least once.

SMILES	NPYLR7 ag	hcGAS lum	mcGAS inh
O=C(CN(C(=O)/C=C/c1ccc([N+](=O)[O-])cc1)C1CC1)N(CCc1c[nH]c2ccccc12)Cc1ccccc1	-2	-5	-6
O=S(=O)(c1ccc(F)cc1F)N1CCN(c2nc3ccccc3nc2-c2ccccc2)CC1	3	1	-4
Cc1cccc(NC(=O)C(C)n2ncccc2=O)c1C (stereo not given)	0	-2	.
CC(C)Oc1cccc(C(=O)C2CCCN(C(=O)c3cc(Cl)ccc3F)C2)c1 (stereo not given)	2	-4	-4
O=C(NC1CCCc2c1cnn2-c1ccc(F)cc1F)c1cnc(CN2CCCC2)s1 (stereo not given)	1&18	8&-12	-12
CC(C)Oc1cnn(-c2ccc(Cl)cc2)c(=O)c1Nc1cccc(C(=O)NCc2ccc(F)cc2)c1	-8	-3	0
CC(NC(=O)N(C)C1CC1)c1noc(Cc2ccccc2)n1 (stereo not given)	-1	-2	-1
CCOC(=O)C1=C(C)N(c2ccc3c(c2)OCCCO3)C(=O)NC1c1csnn1 (stereo not given)	-1	-4	.
O=C(COc1cc(O)c2c(=O)cc(-c3ccccc3)oc2c1)c1ccc(Cl)cc1	-4	-5	-7
Cc1ccccc1C1c2ccsc2CCN1C(=O)CN(C(=O)c1cccs1)C1CCCCC1 (stereo not given)	14	-4	-4
O=C1CC2CS(=O)(=O)CC2N1c1ccc(OC(F)F)c(Cc2ccccc2)c1 (stereo not given)	-5	-6	.
N#Cc1ccc(CSc2ccc3c(c2)OCCO3)cc1	0	-5	.
CC1CCN(S(=O)(=O)NCCS(=O)Cc2ccccc2)CC1 (stereo not given)	-5	2	.
COc1cc(-c2ccc(=O)n(CC(=O)Nc3ccccc3C(F)(F)F)n2)cc(OC)c1OC	1	1	.
COc1ccc(NC(=O)CC2CCCC2)c(S(=O)(=O)N2CCCCC2)c1	1	-8	.
CN1CCC(CN2CCN(C(c3ccccc3)c3ccccc3)CC2)CC1	19	-4	-14
Cc1cccc(-n2ncc(Oc3cccc(Cl)c3)c(Nc3cccc(C(=O)NC4CC4)c3)c2=O)c1	8	-3	-5
CC(C)(C)c1ccc(C(=O)CC2(O)C(=O)Nc3ccccc32)cc1 (stereo not given)	19	1	-8
Cc1nnc(SCCn2c(N3CCN(c4ccccc4)CC3)nc3c2c(=O)n(C)c(=O)n3C)s1	1	-4	.
Cc1nc(C)c(C(=O)NC2CCN(C(=O)C3CCCC3)C2)o1 (stereo not given)	0	-18	.

By substructure: those above with a Cl atom (four)
SMILES	NPYLR7 ag	hcGAS lum	mcGAS inh
CC(C)Oc1cccc(C(=O)C2CCCN(C(=O)c3cc(Cl)ccc3F)C2)c1 (stereo not given)	2	-4	-4
CC(C)Oc1cnn(-c2ccc(Cl)cc2)c(=O)c1Nc1cccc(C(=O)NCc2ccc(F)cc2)c1	-8	-3	0
O=C(COc1cc(O)c2c(=O)cc(-c3ccccc3)oc2c1)c1ccc(Cl)cc1	-4	-5	-7
Cc1cccc(-n2ncc(Oc3cccc(Cl)c3)c(Nc3cccc(C(=O)NC4CC4)c3)c2=O)c1	8	-3	-5

Remaining list, next part.
SMILES	NPYLR7 ag	hcGAS lum	mcGAS inh
CC(=O)N1CCc2c(sc(NC(=O)/C=C/c3ccccc3)c2-c2nc3ccccc3s2)C1	7	-7	.
COc1cccc(Oc2cc(N3CCNCC3)ncn2)c1	-13	0	.
CCn1cc(C(=O)NCCCOC)c2nn(-c3ccccc3)c(=O)c-2c1	2	-6	-6
Cc1ccc(S(C)(=O)=O)cc1NC(=O)NOCc1ccccc1	0	-8	.
COc1ccc(-c2ccc(=O)n(CCNS(=O)(=O)c3ccc4c(c3)CCCC4)n2)cc1	3	-10	-8
c1ccc(Nc2nc(NCCN3CCOCC3)nc3nccnc23)cc1	2	-3	.
CCOc1ccc(-n2c(C(C)N(CCc3ccccc3)C(=O)COc3ccc(Cl)cc3)nc3ccccc3c2=O)cc1 (stereo not given)	-1	-8	-3
CCC(C(=O)Nc1cccc(C2SCC(=O)N2c2ccc(F)cc2F)c1)c1ccccc1 (stereo not given)	-9	-8	-10
COc1cccc(C(=O)Nc2c(-c3cccc(OC)c3)nc3ccccn23)c1	-15	-3	-3
COCCCNc1nc2ccccn2c(=O)c1C=C1SC(=S)N(C(C)C)C1=O	4	3	-4
CCn1ncc(Cl)c1C(=O)NC(c1nccn1C)C1CC1 (stereo not given)	4	1	.
CCCNC(=O)c1cncn1-c1ccc(-c2cc(C(F)(F)F)cc(C(F)(F)F)c2)cc1	1	-6	-8
c1ccc(Cc2n[nH]c(Cn3nc4ccccc4n3)n2)cc1	-3	-6	-12
Cc1ccc(S(=O)(=O)Nc2ccccc2C(=O)NCc2cccc(Cl)c2)cc1	-3	-5	-6
OC[C@H]1CCN(Cc2c(-c3ccc(F)cc3)nc3ccccn23)C[C@H]1O	5	-5	-11
COC(=O)c1c(NC(=O)C2C3C=CC(C3)C2C(=O)O)sc2c1CCCCC2 (stereo not given)	3	-8	.
O=C(O)C(=Cc1ccc(-c2cccc([N+](=O)[O-])c2)o1)C(=O)O	9	13	.
CC(=O)Nc1ccc(C(=O)NC2CCC3CCCCC3C2)cc1 (stereo not given)	4	-10	.
Cc1cccc(-c2ccc(C(=O)O)c(N3Cc4cnn(CCO)c4C3)n2)c1	.	4	-1
O=C(COc1ccc(Cl)cc1Cl)Nc1ccc(Nc2cc(-n3cccn3)ncn2)cc1	-6	1	-3

Only NPYLR7 ag, for 2 of the compounds above:
canonical_smiles | NPYLR7 ag
COC(=O)c1c(NC(=O)C2C3C=CC(C3)C2C(=O)O)sc2c1CCCCC2 (stereo not given) | 3
O=C(O)C(=Cc1ccc(-c2cccc([N+](=O)[O-])c2)o1)C(=O)O | 9

Molecules above containing an aryl thioether with sulfur outside any ring (2):
SMILES	NPYLR7 ag	hcGAS lum	mcGAS inh
N#Cc1ccc(CSc2ccc3c(c2)OCCO3)cc1	0	-5	.
Cc1nnc(SCCn2c(N3CCN(c4ccccc4)CC3)nc3c2c(=O)n(C)c(=O)n3C)s1	1	-4	.

New compounds follow:
SMILES	NPYLR7 ag	hcGAS lum	mcGAS inh
CCN1C(=O)NC(c2cccc(Oc3ccccc3)c2)C2=C1CN(C(C(=O)NCCCOC)C(C)C)C2=O (stereo not given)	-2	-1	1
C=CCNC(=O)C(NC(=O)c1cccc(OC)c1)C1CCN(C(=O)c2cccs2)CC1 (stereo not given)	-9	1	0
COCCCCNC(=O)Nc1ccc(C(=O)N2CCCCC2C)cc1 (stereo not given)	3	-6	.
CCOc1ccc(C(C)(C)C)cc1S(=O)(=O)n1cccn1	-1	0	-5
Cc1cc(C)cc(N(C)CC(=O)Nc2cc(C(C)(C)C)no2)c1	5	-15	.
CCn1c(=O)c2c(nc3n(CCCl)c(C)cn23)n(C)c1=O	-8	-1	.
CCc1nnsc1C(=O)N1CCCOc2c(cccc2OC)C1	0	-4	.
CCc1ccc(S(=O)(=O)NCCn2nc(-c3cccnc3)ccc2=O)s1	12	-6	.
CCc1ccc(C(=O)NNC(=O)C(NS(=O)(=O)c2cccs2)C(C)C)cc1 (stereo not given)	3	-2	-4
CN1CCCC(Cn2c(=O)n(C3CCCCC3)c3ccc(C(=O)O)cc32)C1 (stereo not given)	13	-4	-12
FC(F)(F)c1cc(/C=C/c2cccs2)no1	2	-5	-6
CCCN(CC(=O)Nc1cc(-c2ccccc2)nn1-c1ccc(C)cc1)S(=O)(=O)c1ccc(Cl)c([N+](=O)[O-])c1	0	-6	-4
O=C(NC1CCCCC1)c1cc2n(n1)CCN(Cc1cccc(F)c1)C2=O	17	-5	-8
O=C(COc1cccc2c1CCNC2=O)Nc1ccc(Cl)c(Cl)c1	6	-1	.
CS(=O)(=O)N1N=C(c2ccco2)CC1c1ccc(F)cc1 (stereo not given)	-2	-6	.
CCCCn1c(=O)[nH]c(=O)c2c1nc(CNCCC(C)C)n2C	-1	3	-2
O=C(NNC(=O)c1ccccc1O)c1cc2ccccc2s1	6	-4	-6
Cc1ccc(-c2n[nH]c(CCc3ccccc3)n2)cc1N1CCNC1=O	4	-2	-11
COCCC(=O)N1CCc2[nH]nc(C(c3ccccc3)c3ccccc3)c2C1	11	-8	.
Cc1ccc(CC2=CN3CCS(=O)(=O)N=C3S2)cc1	12	-2	.
O=C(c1ccc(=O)[nH]c1)N1CCOC(c2ccc(F)cc2)C1 (stereo not given)	3	-6	-6
Cc1nc(C)c(C(=O)NCCn2ncc3c(N4CCN(c5ccc(F)cc5)CC4)ncnc32)s1	0	-6	-8
COc1cccc(NC(=O)N2CCN(C(c3ccc(F)cc3)c3ccc(F)cc3)CC2)c1	-15	3	2
CC1Cc2ccccc2N1C(=O)CN1C(=O)NC2(CCCCCCC2)C1=O (stereo not given)	9	-7	.
CC(=O)NCCNS(=O)(=O)C1=Cc2ccc(OC(F)F)cc2CC1	-4	-6	-14
Oc1ccc(F)cc1C1=NNC(c2ccc(Cl)cc2)C1 (stereo not given)	5	-4	.
COc1ccc(-c2[nH]nc(N)c2C)cc1	1	-1	-5
CCS(=O)(=O)c1ccc(C(=O)N(CCN2CCOCC2)c2nc3ccc(F)cc3s2)cc1	12	7	.
CCc1nc2ccc(C(=O)N(C)Cc3ccccc3)cn2c1N(C)Cc1cccs1	-3	-5	-3
CC(=O)c1ccc(S(=O)(=O)N2CCC(C(=O)N3CCCC3c3ccccc3)CC2)cc1 (stereo not given)	0	-7	-6
Cc1ccccc1CN(CCC(C)C)CC(O)COCC(C)C (stereo not given)	18	1	-3
CCCNc1ncc(CN2CCN(c3nccc4ccccc34)CC2)cn1	-1	-3	-10
COc1ccc(-c2cc(C(F)F)n3cnnc3n2)cc1	-1	-9	.
CN1CCN(C(=O)c2ccc3ncccc3c2)CC1=O	-4	-13	.
O=C(COc1ccc(Cl)cc1)N1CCC(c2nc(-c3ccc(Cl)cc3F)no2)CC1	-4	-6	-7
CCCC(C(=O)OCC)/C(C)=N\Nc1ccccc1[N+](=O)[O-] (stereo not given)	11	-1	.
CCC(C)N(Cc1cc(NC(=O)c2ccco2)ccc1N(C)C)C(=O)c1ccccc1Cl (stereo not given)	7	-3	-8
Cc1ccc(NC(=O)CSc2nc(=O)n(CCCN3CCOCC3)c3c2CCCC3)cc1Cl	-3	-9	-7
CN(Cc1cccnc1)C(=O)c1coc(COc2cccc3cnccc23)n1	-5	2	-1
CC(Nc1snc(Cl)c1C#N)c1ccc2c(c1)OCO2 (stereo not given)	11	5	2
Cc1nc2n(n1)C(=O)C(C(c1ccccc1)N1CC(C)CC(C)C1)S2 (stereo not given)	-1	-10	.
CSCCC(=O)N1CCCC(C(=O)c2ccc(-c3ccccc3)cc2)C1 (stereo not given)	-3	-6	.
COCCCNC(=O)c1cc2c(=O)n3ccccc3nc2s1	8	-12	.
CN1CCC(N(C)C(=O)/C=C/c2cn(S(=O)(=O)c3ccc(Cl)s3)c3ccccc23)CC1	-12	-4	.
Cc1nc(N2CCN(Cc3ccccc3)CC2)nc2c1C(=O)CC(/C=C/c1ccccc1)C2 (stereo not given)	6	-20	.

Screening data: PubChem BioAssay, Fisher Drug Discovery Resource Center
